PLC-beta3 inh: inhibitors of human phospholipase C beta3; Q01970; 370,000 compounds, 0.18% hits; Purified PLC-beta3, fluorogenic substrate, fluorescence; inhibition, % at 12.2 µM; in the data active means inhibition above about 11%;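 further: 0% = median of compound wells on plate and 100% = full blocker control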
PLC-gamma1 inh: blocks human PLC-gamma1 enzyme activity; P19174; purified PLC-gamma1, fluorogenic substrate, fluorescence; inhibition, % at 12.2 µM; AID 720700; 370,000 compounds, 0.84% hits; in the data active means inhibition above about 9.5%
Rev-erbA mod: Rev-erb alpha (human) modulation; P20393; Rev-erbα–FITC-DNA binding, fluorescence polarization, 90 min; activity, % at 10 µM; 370,000 compounds, 0.79% hits;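 active means activity above about 14%, limit read from the data; passing the limit was not always enough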;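 further: 0% = DMSO wells with 35 nM protein and 100% = DMSO wells with 750 nM protein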
MBD2 DNA inh: MBD2-methylated oligo binding inhibition. Q9UBB5. 370,000 compounds, 0.31% hits. inhibition, % at 4.4 µM. AID 686964. TR-FRET, MBD2 binding to methylated oligonucleotide; in the data active means inhibition above about 13%
Target sequence (Q9UBB5 whole entry, looked up): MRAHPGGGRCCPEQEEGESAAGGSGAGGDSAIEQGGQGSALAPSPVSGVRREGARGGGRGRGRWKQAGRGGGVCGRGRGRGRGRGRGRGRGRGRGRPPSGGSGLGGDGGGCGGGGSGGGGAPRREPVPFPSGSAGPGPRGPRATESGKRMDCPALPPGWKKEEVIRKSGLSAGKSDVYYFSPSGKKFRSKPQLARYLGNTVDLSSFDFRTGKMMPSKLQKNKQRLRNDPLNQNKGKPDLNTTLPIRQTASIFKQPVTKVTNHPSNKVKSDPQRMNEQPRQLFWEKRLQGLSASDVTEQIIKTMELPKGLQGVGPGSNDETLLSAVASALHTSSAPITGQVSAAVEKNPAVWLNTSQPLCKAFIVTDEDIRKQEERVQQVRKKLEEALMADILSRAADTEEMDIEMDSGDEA
SMARCA2 act: SMARCA2 function activation, primary screen; activation, % at 9.1 µM; MG213 cells, MMTV-luciferase reporter, dexamethasone, overnight; 370,000 compounds, 1% hits; in the data active means activation above about 7.8%;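 further: 0% = vehicle wells and 100% = reference activator wells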
DAX1 inh-1: DAX1 (NR0B1) inhibition, primary screen. AID 652010. HEK293T StAR-luciferase reporter, SF-1/DAX-1 repression relief. inhibition, % at 6.8 µM. 370,000 compounds, 1.1% hits;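 active means inhibition above the mean over all tested compounds plus 3 SD, cut at about 3.6% in these data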;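 further: 0% = DAX-1 cells with DMSO and 100% = cells lacking DAX-1 with DMSO; higher inhibition means more luminescence from relief of DAX-1 repression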
hcDAF-12 act: activates DAF-12 receptor from parasite H. contortus. activation, % at 6.8 µM. HEK293 hcDAF-12 lit1-tk-luc reporter, luminescence; 0% DMSO, 100% Δ7-dafachronic acid. 370,000 compounds, 1.4% hits;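 active means activation above the mean of all tested compounds plus 3 SD, cut at about 5.5% in these data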;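 further: 100% = response to 3 µM Δ7-dafachronic acid high control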
ssDAF-12 act: S. stercoralis DAF-12 activation, primary screen | HEK293 ssDAF-12/GRIP1 lit1-tk-luc reporter, luminescence; % of 3 µM dafachronic acid response | activation, % at 6.8 µM | 370,000 compounds, 1% hits;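 active means activation above the mean over all tested compounds plus 3 SD, cut at about 0.9% in these data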;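 further: 0% = DMSO-only wells and 100% = 3 µM delta7-dafachronic acid wells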
DAX1 inh-2: NR0B1 (DAX1) inhibition; P51843; HEK293 Gal4-DAX1 luciferase reporter, luminescence; inhibition, % at 6.75 µM; 340,000 compounds, 0.99% hits; AID 504766;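 active means inhibition above the mean over all tested compounds plus 3 SD, cut at about 4.2% in these data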;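 further: 0% = DAX1-transfected cells with DMSO and 100% = empty-vector control cells with DMSO; inhibition shows as a rise in luminescence from relieved DAX1 repression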
ADAM17 inh: ADAM17 inhibition, QFRET primary screen; P78536; recombinant ADAM17, EDANS/DABCYL FRET peptide cleavage; inhibition, % at 6.95 µM; 370,000 compounds, 0.83% hits;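 active means inhibition above the mean of compounds lying between control limits plus 3 SD, set per campaign, cut at about 8.5% in these data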;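 further: 0% = DMSO-only wells as the low control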
Target sequence (P78536 215-824 limits assumed): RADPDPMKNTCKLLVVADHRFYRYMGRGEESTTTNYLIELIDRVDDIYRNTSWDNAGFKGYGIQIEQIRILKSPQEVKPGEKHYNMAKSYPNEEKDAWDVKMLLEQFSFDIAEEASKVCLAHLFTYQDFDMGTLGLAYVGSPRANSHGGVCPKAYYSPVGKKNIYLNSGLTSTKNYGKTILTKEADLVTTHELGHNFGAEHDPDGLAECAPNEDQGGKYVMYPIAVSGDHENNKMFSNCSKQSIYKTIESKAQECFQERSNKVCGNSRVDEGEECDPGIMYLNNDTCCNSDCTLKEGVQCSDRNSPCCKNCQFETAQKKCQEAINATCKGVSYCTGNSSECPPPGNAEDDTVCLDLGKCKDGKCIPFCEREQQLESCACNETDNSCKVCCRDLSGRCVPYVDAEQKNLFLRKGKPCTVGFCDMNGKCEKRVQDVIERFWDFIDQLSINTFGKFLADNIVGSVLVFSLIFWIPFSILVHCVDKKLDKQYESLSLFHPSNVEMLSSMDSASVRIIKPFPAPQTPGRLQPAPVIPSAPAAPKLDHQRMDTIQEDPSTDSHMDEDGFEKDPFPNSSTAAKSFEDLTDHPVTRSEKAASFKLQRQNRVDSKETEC
hgDAF-12 ag: activates the H. glycines DAF-12 receptor ligand-binding domain; HEK293 GAL4-hgDAF12 UAS-luciferase reporter, agonist luminescence; normalized to butyrate control; 370,000 compounds, 1.8% hits; activation, % at 6.8 µM;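 active means activation above a cutoff set at the mean of all screened compounds plus 3 SD, cut at about 10% in these data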;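 further: 0% = DMSO wells and 100% = sodium butyrate wells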
An asterisk follows results filed as active; nt = not tested or not shown; & = joins results of further samples.

Labels used below – A = PLC-beta3 inh; B = PLC-gamma1 inh; C = Rev-erbA mod; D = MBD2 DNA inh; E = SMARCA2 act; F = DAX1 inh-1; G = hcDAF-12 act; H = ssDAF-12 act; I = DAX1 inh-2; J = ADAM17 inh; K = hgDAF-12 ag
C=CCNc1nc(Nc2ccc(OC)c(OC)c2)c2sc(-c3ccccc3)cc2n1
  A: -60	B: -42	C: -2	D: -1	E: -1	F: -3.2	G: -1.4	H: -0.9	I: nt	J: 2	K: 3.0

Cc1ccc(C(=O)Cn2c(C(=O)/C=C/c3ccccc3)nc3ccccc32)cc1
  A: -22	B: -15	C: -6	D: 8	E: 1	F: -0.7	G: -1.9	H: -1.4	I: 0.4	J: -7	K: -4.2

CCOC(=O)[C@H]1[C@H]2COc3cc(OC)ccc3[C@@H]2N2C(=O)c3c(C)cc(C)cc3NC(=O)[C@@]12C
  A: 8	B: 1	C: -2	D: 6	E: 0	F: -0.5	G: -0.5	H: -1.1	I: -0.1	J: 0	K: 0.5

CC(C)CC(=O)Nc1nnc(-c2ccco2)s1
  A: -3	B: -5	C: 9	D: -2	E: 3	F: 1.6	G: 2.5	H: -0.3	I: 0.4	J: -6	K: 5.5

c1ccc(NCCc2ccccn2)cc1
  A: 1	B: 0	C: 3	D: 4	E: -2	F: 3.2	G: 2.4	H: -1.1	I: 2.3	J: -1	K: -0.9

Cc1occc1C(=O)n1nnc2ccccc21
  A: -3	B: -3	C: -1	D: -6	E: -3	F: -0.6	G: 5.8*	H: -1.2	I: nt	J: -5	K: -2.0

CC#CCN(Cc1ccco1)C(=O)c1ccc(OC2CCN(Cc3ccccn3)CC2)cc1
  A: -7	B: 1	C: -7	D: 3	E: -2	F: -2.5	G: -2.7	H: -1.7	I: -0.4	J: 0	K: -1.1

Cc1c(O[C@@H]2O[C@H](CO)[C@@H](O)[C@H](O)[C@H]2O)c(CO)c(O[C@@H]2O[C@H](CO)[C@@H](O)[C@H](O)[C@H]2O)c2c1O[C@@H](c1ccccc1)C[C@@H]2O
  A: 1	B: 3	C: 1	D: -2	E: 1	F: 0.2	G: 0.5	H: -0.7	I: 0.4	J: 0	K: -0.7

CCc1c(C)nc2ncnn2c1N1CCCC(C(=O)NCc2cccs2)C1 (stereo not drawn)
  A: 1	B: 3	C: 3	D: -3	E: -2	F: -1.2	G: -0.5	H: -1.8	I: 0.7	J: -2	K: -3.7

CC(C)Oc1ccc(/C(O)=C2/C(=O)C(=O)N(CCN3CCOCC3)C2c2ccccc2)cc1 (stereo not drawn)
  A: -6	B: 2	C: -5	D: -4	E: 2	F: -0.1	G: -1.9	H: -1.1	I: -0.2	J: -1	K: 1.0

COC(=O)C1=C(C)NC(=O)NC1c1ccsc1 (stereo not drawn)
  A: -1	B: -3	C: -2	D: -1	E: 1	F: -0.6	G: -0.6	H: -0.9	I: 0.9	J: -5	K: -1.1

CCn1nc(NC(=O)c2cccnc2)c2cc3cccc(C)c3nc21
  A: -27	B: -24	C: -5	D: 1	E: 1	F: 0.7	G: -1.4	H: -1.2	I: -0.3	J: -6	K: 0.9

COCCN1CC(=O)N2C(c3cccc(C)c3)c3[nH]c4ccccc4c3C[C@H]2C1=O (stereo partly drawn)
  A: -13	B: -4	C: -5	D: 0	E: -1	F: -0.1	G: 9.6*	H: 0.6	I: -0.5	J: -4	K: -1.0

O=S(=O)(c1ccc(-c2cnc(C3CC3)o2)cc1)N1CCN(c2ccccc2)CC1
  A: -6	B: 2	C: -4	D: -1	E: -4	F: -0.6	G: 0.0	H: -0.4	I: 0.1	J: 1	K: 0.2

COC(=O)c1ccccc1NC(=O)c1nc2nc(C)cc(C)n2n1
  A: 3	B: 3	C: 2	D: 0	E: 1	F: -0.8	G: -0.1	H: -1.1	I: 1.0	J: 3	K: -0.5

Given field by field: entries from further up.
Cc1occc1C(=O)n1nnc2ccccc21
- PLC-beta3 inh: -3
- PLC-gamma1 inh: -3
- Rev-erbA mod: -1
- MBD2 DNA inh: -6
- SMARCA2 act: -3
- DAX1 inh-1: -0.6
- hcDAF-12 act: 5.8*
- ssDAF-12 act: -1.2
- DAX1 inh-2: nt
- ADAM17 inh: -5
- hgDAF-12 ag: -2.0

CC#CCN(Cc1ccco1)C(=O)c1ccc(OC2CCN(Cc3ccccn3)CC2)cc1
- PLC-beta3 inh: -7
- PLC-gamma1 inh: 1
- Rev-erbA mod: -7
- MBD2 DNA inh: 3
- SMARCA2 act: -2
- DAX1 inh-1: -2.5
- hcDAF-12 act: -2.7
- ssDAF-12 act: -1.7
- DAX1 inh-2: -0.4
- ADAM17 inh: 0
- hgDAF-12 ag: -1.1

The listing continues:
Labels used below – A = PLC-beta3 inh; B = PLC-gamma1 inh; C = Rev-erbA mod; D = MBD2 DNA inh; E = SMARCA2 act; F = DAX1 inh-1; G = hcDAF-12 act; H = ssDAF-12 act; I = DAX1 inh-2; J = ADAM17 inh; K = hgDAF-12 ag
CC(C)NC(=S)NC(c1ccccc1)(c1ccccc1)c1ccccc1
  A: -3	B: -2	C: 3	D: 6	E: 0	F: -0.2	G: 0.1	H: -1.3	I: -1.4	J: 2	K: -2.4

CC(Nc1n[nH]c(=S)[nH]c1=O)C(=O)OCc1ccccc1 (stereo not drawn)
  A: 1	B: -2	C: 5	D: -6	E: 1	F: 0.2	G: 1.4	H: -1.3	I: 0.2	J: -2	K: -3.5

CCOC1=C2[C@H](c3ccc(Cl)cc3)N(S(=O)(=O)c3ccc(C)cc3)C[C@H]2n2c(=O)n(-c3ccccc3)c(=O)n2C1
  A: 1	B: 2	C: -1	D: 2	E: -2	F: 0.7	G: -1.1	H: -1.3	I: nt	J: -4	K: 0.7

COc1ccc(-c2nnn(CC(=O)N(CCO)C(C(=O)NC3CCCC3)c3ccc(F)cc3)n2)cc1 (stereo not drawn)
  A: 1	B: -1	C: 1	D: -3	E: -3	F: -0.5	G: -0.2	H: -1.9	I: -0.1	J: 1	K: -1.0

Cn1ccc(C(=O)NC(=S)Nc2ccc([N+](=O)[O-])cc2O)n1
  A: -6	B: 1	C: 1	D: -5	E: 3	F: 8.3*	G: 2.1	H: -0.1	I: 1.8	J: 2	K: 5.3

O=C(O)Cc1cccc2ccccc12
  A: 0	B: -1	C: -1&2	D: 4	E: 2	F: 1.0	G: -0.9	H: -1.1	I: 0.8	J: -3	K: 1.3

C/C(COc1ccccc1)=N\NC(=O)c1nnn(-c2nonc2N)c1CSc1ccccc1
  A: -1	B: 0	C: -2	D: 1	E: 1	F: -0.4	G: 0.0	H: -0.9	I: 0.3	J: 1	K: -0.9

CC12CN3CCN(CC(C3)/C1=N/NC(=O)Nc1ccccc1)C2
  A: -2	B: 1	C: -4	D: -1	E: 1	F: 0.1	G: 0.5	H: -1.7	I: 1.0	J: -2	K: -1.1

COc1ccc(C(=O)Cn2c(NCCO)nc3ccccc32)cc1
  A: 4	B: -2	C: -1	D: 4	E: -3	F: -0.3	G: -0.6	H: -1.8	I: -0.6	J: 0	K: -1.9

CC1(c2nc3ccccc3[nH]2)CCC(=O)N1Cc1ccccn1 (stereo not drawn)
  A: -1	B: -5	C: -12	D: 1	E: 1	F: -0.8	G: -0.2	H: -0.9	I: nt	J: -6	K: -2.4

COc1ccc(C2CC(=O)C=C(O)C2)cc1 (stereo not drawn)
  A: -5	B: -3	C: -3	D: 2	E: -2	F: -0.1	G: -2.4	H: -1.0	I: 0.9	J: -3	K: -1.6

COc1ccc(C(=O)NC(CCSC)C(=O)NCc2nnc3ccccn23)cc1 (stereo not drawn)
  A: -4	B: 0	C: 4	D: -1	E: -1	F: 0.1	G: -1.3	H: -0.8	I: -0.4	J: -3	K: -0.3

Cc1nc2ccccc2c(=O)n1Nc1cccc(Cl)c1
  A: -2	B: 7	C: 0	D: 7	E: -3	F: -0.5	G: -0.5	H: -0.8	I: -1.3	J: -2	K: 0.6

CCOC(=O)C1CCCN(C(=O)c2cccc(S(=O)(=O)N3CCOCC3)c2)C1 (stereo not drawn)
  A: -6	B: 1	C: 3	D: -1	E: 0	F: -1.2	G: -0.4	H: -1.4	I: 0.1	J: -1	K: -2.3

Cc1cc(OC(C)C(=O)Nc2cccnc2)ccc1Cl (stereo not drawn)
  A: -2	B: 1	C: 9	D: 4	E: -3	F: -0.5	G: -2.0	H: -1.0	I: -0.5	J: -1	K: -0.5

Other entries follow:
Labels used below – A = PLC-beta3 inh; B = PLC-gamma1 inh; C = Rev-erbA mod; D = MBD2 DNA inh; E = SMARCA2 act; F = DAX1 inh-1; G = hcDAF-12 act; H = ssDAF-12 act; I = DAX1 inh-2; J = ADAM17 inh; K = hgDAF-12 ag
O=C(Nc1cc(Cl)ccc1-n1cncn1)c1cn2ccccc2n1
  A: -1	B: 4	C: -11	D: 2	E: 0	F: -0.2	G: 1.0	H: -0.6	I: -0.9	J: -5	K: 1.8

Cn1c(=O)c2c(nc(NCc3ccccc3)n2CC(=O)NCc2ccccc2)n(C)c1=O
  A: 2	B: -1	C: 1	D: 2	E: 0	F: -0.8	G: -0.5	H: -1.2	I: -0.6	J: -3	K: 2.4

CCCSCCCNC(=O)c1ccc(NC(=O)C2=CSCCO2)cc1
  A: -5	B: 0	C: -2	D: -3	E: -1	F: 0.4	G: 3.7	H: -0.8	I: 0.4	J: -2	K: 0.2

COc1cc(C2NC(=O)NC(C)=C2C(C)=O)cc(OC)c1OC (stereo not drawn)
  A: 1	B: 3	C: 3	D: 2	E: 3	F: 0.3	G: 0.6	H: -0.8	I: -0.2	J: 1	K: -2.0

CC(=O)Nc1ccc(NC(=O)C(C)OC(=O)CCCOc2ccc(Cl)cc2C)cc1 (stereo not drawn)
  A: -9	B: -2	C: -6	D: 2	E: 0	F: -0.7	G: -2.5	H: -1.4	I: -0.5	J: 3	K: -0.6

CN(C)C1(CNC(=O)C2CCC(=O)N(Cc3ccc(Cl)cc3)C2)CCCCC1 (stereo not drawn)
  A: -3	B: -2	C: -7	D: 3	E: 0	F: 0.4	G: 0.2	H: -1.1	I: -0.1	J: 1	K: 0.2

Cc1ccccc1NCC(=O)N/N=C/C(Br)=C/c1ccccc1
  A: -5	B: -3	C: 2	D: 1	E: 1	F: -1.1	G: -0.9	H: -1.1	I: 0.0	J: -1	K: -1.3

N#Cc1cccc(NC(=O)c2cc(C3CCCCN3C(=O)CCCc3ccccc3)on2)c1 (stereo not drawn)
  A: 0	B: 3	C: -5	D: -6	E: -2	F: -1.4	G: -1.3	H: -1.3	I: nt	J: 2	K: 0.7

O=[N+]([O-])C(=C1Nc2ccccc2N1)C(Cl)=C(Cl)Cl
  A: -76	B: -52	C: 3	D: -2	E: 1	F: 0.4	G: 2.9	H: -0.3	I: 1.3	J: -10	K: 4.5

O=C(O)[C@]1(S(=O)(=O)c2ccccc2)C[C@@H]2ON=C(c3cccc(Br)c3)[C@@H]2C1
  A: 2	B: 1	C: -2	D: -3	E: 1	F: -0.9	G: -0.5	H: -1.1	I: 1.3	J: 0	K: -1.2

Compound activity as filed in PubChem.
